High-throughput results from PubChem BioAssay.
CCHF vOTU inh – CCHFV vOTU protease inhibitors, primary screen, biochemical, Pep-AMC substrate, fluorescence; Crimean-Congo hemorrhagic fever virus L polyprotein viral ovarian tumor (vOTU) protease …; inhibition, % at 11.5 µM; 370,000 compounds, 0.55% hits; in the data active = inhibition above about 30%; also: 0% = vehicle wells with enzyme and 100% = no enzyme wells
Anthrax LF inh2 – Bacillus anthracis LF protease inhibitors, primary screen, biochemical, multiplex microsphere, MLPCN library; multiplex microsphere protease cleavage assay; Lethal factor (Bacillus anthracis), P15917; 360,000 compounds, 0.12% hits; inhibition, % at 10 µM; AID 588501, 2011; also: plate controls were buffer without enzyme for full effect and enzyme alone for no effect
FadD28 binding – inhibitors of FadD28 bisubstrate probe binding, primary screen, biochemical, fluorescence polarization, single point; Mycobacterium tuberculosis FadD28 fatty-acid-AMP ligase; 360,000 compounds, 0.22% hits; inhibition, % at 12.5 µM; in the data active = inhibition above about 8.5%, passing the limit was not always enough; inconclusive = no clear call, values can overlap the other calls
BoNT-A LC inh2 – BoNT/A light chain protease inhibitors, primary screen, biochemical, flow cytometry, MLPCN library; multiplex microsphere protease substrate cleavage; inhibition, % at 10 µM; 360,000 compounds, 0.17% hits; AID 588499, 2011; also: plate controls were buffer without enzyme for full effect and enzyme alone for no effect
BoNT-F LC inh – BoNT/F light chain protease inhibitors, primary screen, biochemical, flow cytometry, MLPCN library | 360,000 compounds, 0.22% hits | Botulinum neurotoxin type F light chain protease (Clostridium botulinum) | Multiplex microsphere protease cleavage assay | inhibition, % at 10 µM; in the data active = inhibition above about 35%, passing the limit was not always enough; inconclusive = no clear call, values can overlap the other calls; also: plate controls were buffer without enzyme for full effect and enzyme alone for no effect
PfHsp40 rescue – rescue of yeast from PfHsp40 toxicity, primary screen, S. cerevisiae, ATP luminescence; S. cerevisiae expressing PfHsp40, growth rescue; growth rescue, % at 12.5 µM; 340,000 compounds, 0.68% hits; AID 504582, 2011; in the data active = growth rescue above about 28%, passing the limit was not always enough; inconclusive = no clear call, values can overlap the other calls;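 also: yeast W303a lacking pdr1 and pdr3 grown in galactose medium; growth measured after three days at 30 °C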
Y pestis TopoI – Yersinia pestis topoisomerase I inhibitors, primary screen, biochemical, cleavage product accumulation, plate reader, single point. DNA topoisomerase I (Yersinia pestis CO92). Y. pestis Topo-I cleavage product accumulation. activity, % at 10 µM. 360,000 compounds, 0.064% hits; in the data active = activity above about 50%, passing the limit was not always enough; inconclusive = no clear call, values can overlap the other calls; also: inactives centre near 2
TcdB GH inh – TcdB glycohydrolase inhibitors, primary screen, biochemical, single point, plate reader; Toxin B (Clostridioides difficile), P18177; TcdB glycohydrolase enzymatic assay; inhibition, % at 9.99 µM; 350,000 compounds, 0.24% hits; in the data active = inhibition above about 10%
PrPC surface inh – inhibitors of human cell surface prion protein PrPC, primary screen, cell-based, TR-FRET. 370,000 compounds, 0.43% hits. inhibition, % at 13.8 µM. TR-FRET read-out; in the data active = inhibition above about 24%; also: 0% = median of the test wells and 100% = reference compound wells
* marks the source's active call; other numbers are inactive results; ? = inconclusive; . = not tested or not shown; & = joins results of further samples. Rule as the data show it, unless noted: active = inhibition above about 30%; inconclusive = no clear call, values can overlap the other calls; inactive = below that.

Sequence of screens – CCHF vOTU inh	Anthrax LF inh2	FadD28 binding	BoNT-A LC inh2	BoNT-F LC inh	PfHsp40 rescue	Y pestis TopoI	TcdB GH inh	PrPC surface inh
O=C(c1cc(F)ccc1F)C1CCCN(Cc2ccc3nonc3c2)C1 (configuration not stated)
    1	-2	-3.1	-0.7	-3	0.8	5	1.6	-9
CC(C)c1ccc(N(CC(=O)N2CCOCC2)S(C)(=O)=O)cc1
    -10	-16	-0.8	2.0	?	-0.6	2	0.9	0
CCCCn1nnnc1SCC(=O)NNC(=O)C1CCCCC1
    8	4	1.2	1.5	4	-0.1	-1	.	-2
COCCn1c(N)c(C(=O)c2cccc(S(=O)(=O)N3CCCCCC3)c2)c(=O)[nH]c1=O
    -6	-4	-0.7	3.5	5	0.5	-2	-0.6	4
CC(=O)Nc1ccc(C(=O)COC(=O)CCS(=O)(=O)c2ccccc2)cc1
    -4	-2	-0.8	-1.7	-3	-1.5	-5	1.9	3
CN(CC(=O)Nc1ccc(F)cc1)c1ccc(S(=O)(=O)N2CCCCC2)cc1[N+](=O)[O-]
    -2	0	-3.2	-0.7	-6	-0.1	16	1.0	-2
CN(CCOC(=O)c1ccc2c(c1)OCCO2)C(C)(C)C
    13	1	-1.1	-0.5	-7	-1.8	0	.	0
c1ccc(CSc2nnc(-c3cccs3)n2Cc2ccco2)cc1
    -2	-1	-4.5	-5.0	-7	2.8	41	.	-4
CCc1ccc(Nc2nc(N)nc(CSc3nnnn3-c3ccccc3)n2)cc1
    -2	-5	-1.5	-0.7	-7	0.4	53*	.	-7
Cc1nn(-c2ccccc2)c2c1C(c1c(C)[nH]c(C#N)c1C)C(C#N)=C(N)O2 (configuration not stated)
    24	-3	0.4	0.4	1	-0.2	-7	.	-7
O=C(CS(=O)(=O)c1ccccc1)NCc1ccco1
    -2	-8	-2.4	-1.3	-2	-0.5	2	0.0	-1
CC(=O)c1ccc(-c2ccc(C(=O)N(C)c3c(N)n(Cc4ccccc4)c(=O)[nH]c3=O)o2)cc1
    8	-1	-3.3	-2.0	-5	-0.1	-7	2.8	-14
COc1ccccc1/C=C/C(=O)NCc1cccnc1
    -1	0	0.3	0.0	-3	-0.2	-4	-0.3	-6
C(=N\n1cnnc1)/c1cccnc1
    9	5	-0.4	0.3	3	-1.2	10	.	9
Cc1cc(C)c2cc(CN(Cc3cccs3)Cc3nnnn3CC3CCCO3)c(=O)[nH]c2c1 (configuration not stated)
    -2	-1	-0.1	-1.8	-10	1.5	1	3.5	0
COc1ccc(NC(=S)N2CCC(C(=O)c3ccc(C)cc3)CC2)c(OC)c1
    11	-3	1.1	-1.4	-3	0.3	2	3.4	-4
CC12CC(c3ccccc3O1)C(C(=O)NCc1ccccc1)C(=O)N2 (configuration not stated)
    -15	1	-0.6	-0.8	-6	1.8	3	.	-1
O=C(OCc1ccccc1C(F)(F)F)c1ccc(Br)c(S(=O)(=O)N2CCOCC2)c1
    8	.	0.3	.	.	15	40	0.1	-7
Cc1ccc(S(=O)(=O)N2CCN(c3ccc([N+](=O)[O-])c(NCCN4CCOCC4)c3)CC2)cc1
    6	-5	-3.8	0.6	-9	0.6	33	1.1	-12
O=S(=O)(Nn1cnnc1)c1ccc(F)cc1
    25	-7	-2.0	-2.0	-2	-0.5	19	-2.6	8
O=c1[nH]c(C2CC2)nc2sc3c(c12)CCCC3
    0	-3	-3.3	-0.4	3	-1.2	7	0.8	-1
Cn1c2ccccc2c(=O)c2cc(C#Cc3cccc(N)c3)ccc21
    .	0	-0.5	0.6	-3	-1.2	9	.	.
O=C(NCc1ccc(F)cc1)C1C2C=CC3(CN(Cc4cccnc4)C(=O)C13)O2 (configuration not stated)
    -10	-1	0.1	-0.1	-1	-1.0	-9	.	1
C#CCOCC1CNC(=S)O1 (configuration not stated)
    -4	1	-2.7	0.0	-1	.	6	0.7	3
CC12CCC3(CO)COC(c4ccccc4O1)C2C3 (configuration not stated)
    -15	4	-1.9	1.0	1	-0.3	-11	.	-4
O=C(c1ccc(F)cc1)N1CCN(C(=O)c2ccc([N+](=O)[O-])cc2)CC1
    8	-2	-1.4	-0.2	0	-0.1	15	0.3	-31
CCO/C=C1/C(=O)N(c2ccccc2OC)C(=O)c2ccccc21
    14	-5	-2.5	0.5	-3	-1.2	4	6.7	0
CC(=O)Nc1ccc(C(=O)OCC(=O)N(Cc2ccccc2)C(C)(C)C)cc1
    12	-11	-4.4	-3.4	-4	-1.9	1	2.1	-2
O=C(NNC(=S)Nc1ccc(Br)cc1)c1ccc(N2CCOCC2)c([N+](=O)[O-])c1
    19	-5	3.8	-1.2	-10	-0.6	0	.	0
CCOC(=O)c1ccc(NC(=O)NCCN2CCCCC2)cc1
    13	0	-1.8	-1.4	-17	0.9	6	.	3
CCOC(=O)C1(Cc2cccc(OC)c2)CCN(Cc2cnc(N)nc2)CC1
    -11	2	-4.8	0.3	0	-0.1	3	1.7	0
COC(=O)c1ccccc1Oc1nc(Cl)cc(OC)n1
    -11	1	-3.7	-0.3	-5	-0.2	5	.	-6
COc1ccc(CCNC(=S)Nc2cccc3ccccc23)cc1
    -8	1	0.7	0.2	-3	-1.5	5	.	3
Cn1c(=O)c2cc(NC(=S)NCc3ccccc3F)ccc2n1Cc1ccc(F)cc1
    -66	1	-2.8	-0.1	-2	.	-6	-0.4	12
c1ccc(CCOn2ccnc2)cc1
    7	0	-0.2	-3.3	-18	0.7	-2	0.9	1
COc1ccc(/C=N/OCC(=O)N2CC3(C)CC2CC(C)(C)C3)cc1OC (configuration not stated)
    -13	-3	-2.6	0.2	-11	12	21	.	3
CN1CCN(C(=O)C23CCC(C)(C(=O)C2Br)C3(C)C)CC1 (configuration not stated)
    -9	-1	1.3	0.2	-2	0.3	5	1.1	-5
CCOC(=O)c1cnn(-c2nc(-c3ccccc3)cs2)c1C(F)(F)F
    15	-3	.	-0.1	-1	4.8	2	.	0
CCC[C@@H](CN1CCC[C@H]1CN1C(N)=NC[C@H]1C(C)C)N1C[C@@H](Cc2ccccc2)N(CCCC2CCCC2)C1=N
    13	-6	-3.8	-0.6	-24	3.3	-2	0.5	-3
CC(C)(C)c1cc(C(c2cccnc2)N2CCN(CCO)CC2)cc(C(C)(C)C)c1O (configuration not stated)
    0	2	-2.5	3.7	13	30*	8	3.3	8
CCOC(=O)c1c(C)nn(-c2ccc(NC(=O)c3cccs3)cc2)c1C
    5	0	-3.1	1.4	-5	1.8	11	1.9	2
COc1ccc(CC(=O)Nc2ccc(N3CCOCC3)cc2)cc1OC
    -2	-15	-1.4	0.0	2	-0.6	-11	1.0	5
C1CSC2(N1)C1CC3CC(C1)CC2C3 (configuration not stated)
    21	-2	-1.3	-1.0	-7	1.0	-1	.	1
Clc1ccc(NCc2cccnc2)c(Cl)c1
    13	0	-0.5	-1.8	-28	1.9	5	1.0	5
Fc1ccc(NC(=S)NCc2cccs2)cc1
    -4	-4	-3.3	-0.8	2	1.3	-7	.	15
Cc1cc(C(=O)N2CCC2(C)C(=O)NCCC#N)nn1C (configuration not stated)
    3	-4	0.5	-0.5	3	.	-5	1.6	-5
CC(C)(C)n1nnnc1C(c1ccccc1)N1CCN(C/C=C/c2ccccc2)CC1 (configuration not stated)
    4	10	-1.2	-0.2	5	.	.	0.1	-9
COc1ccc(OC)c(CCNC(=O)c2cccc(NC3=NC4CS(=O)(=O)CC4S3)c2)c1 (configuration not stated)
    1	-12	-0.1	-0.8	-12	-0.2	2	0.7	-2
CCCSc1nc2c(cnn2-c2ccccc2)c(=O)n1N
    8	.	-1.8	.	.	1.6	-2	2.5	-4
CCO[C@@H]1OC(C(=O)NC2CC2)=C[C@H](c2ccccc2)[C@H]1CCCO
    -6	-8	-1.2	0.1	-4	0.1	3	-0.1&1.2	1
CCc1ccc2c(COC(=O)C3CC(=O)N(CCc4ccccc4)C3)cc(=O)oc2c1 (configuration not stated)
    6	2	-1.7	4.4	-6	2.6	1	-0.2	-3
O=C(Nc1ccccc1Br)C1CCC(=O)N1Cc1ccccc1Cl (configuration not stated)
    -9	0	0.7	1.7	0	0.0	13	.	-4
CCOC(=O)c1csc(NC(=O)C2=COCCO2)n1
    11	1	0.1	1.4	2	1.1	-4	0.7	3
O=C(NCCOc1ccc(Cl)cc1)C1CCCCC1
    0	-2	-1.2	-1.0	-3	2.0	9	0.5	5
Oc1ccc(C[C@H]2CNC(=S)N2CC2CCCN2C[C@H](Cc2ccc(O)cc2)N2C[C@H](Cc3ccc(O)cc3)N(CC3CCCCCC3)C2=S)cc1 (some centres not stated)
    20	-8	-1.0	-0.9	-12	0.8	27	-0.2	-6
COc1ccc(S(=O)(=O)N2Cc3ccccc3CC2C(=O)Nc2nccs2)cc1OC (configuration not stated)
    7	0	-0.6	-0.2	8	1.6	2	.	7
COc1cccc(-c2ccc(C3=CC(=O)CC(C)(C)C3=O)cc2)c1OC
    1	5	-6.3	2.5	3	.	27	1.3	-7
O=C(NNC(=O)C1C2CCCCC21)c1coc(=O)c(Br)c1 (configuration not stated)
    -8	3	0.6	-1.9	?	-0.1	7	-0.9	6

Compound profiles, from the list above.
`O=C(Nc1ccccc1Br)C1CCC(=O)N1Cc1ccccc1Cl` (configuration not stated) is listed as CCHF vOTU inh: -9; Anthrax LF inh2: 0; FadD28 binding: 0.7; BoNT-A LC inh2: 1.7; BoNT-F LC inh: 0; PfHsp40 rescue: 0.0; Y pestis TopoI: 13; TcdB GH inh: .; PrPC surface inh: -4
`Oc1ccc(C[C@H]2CNC(=S)N2CC2CCCN2C[C@H](Cc2ccc(O)cc2)N2C[C@H](Cc3ccc(O)cc3)N(CC3CCCCCC3)C2=S)cc1` (some centres not stated) is listed as CCHF vOTU inh: 20; Anthrax LF inh2: -8; FadD28 binding: -1.0; BoNT-A LC inh2: -0.9; BoNT-F LC inh: -12; PfHsp40 rescue: 0.8; Y pestis TopoI: 27; TcdB GH inh: -0.2; PrPC surface inh: -6
